Dyrk1A ADPGlo: rat Dyrk1A kinase inhibitors, primary screen, biochemical, single point, plate reader | ADP-Glo luminescence, NFATc1 peptide | inhibition, % at 12.5 µM | 310,000 tested, 0.43% active | AID 504441, 2011; in the data active = inhibition above about 50%;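 note: plate controls were vehicle with enzyme for no effect and no enzyme for full effect; many of its hits are not listed in these tables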
The depositor's hits bear a star. The list is partial (hit frequency here may not be typical).

SMILES	Dyrk1A ADPGlo
Nc1nccc(NCCSCc2ccccc2)n1	-6
S=C1SCCN1Cc1ccccc1	1
Cc1cccc(C(=O)N2[C@@H](C(C)C)COc3cc(Br)ccc3S2(=O)=O)c1	4
Cc1ccsc1C(=O)OCC(=O)NC1CCCC1	3
CCOC(=O)C1CCCN(C(=O)c2cccc(S(=O)(=O)N(C)c3ccc(OC)cc3)c2)C1 (stereo not given)	0
CCC1(CC(C)C)SC(N)=NC1=O (stereo not given)	-1
CC[C@@H](C(=O)[C@@H](C)[C@@H](O)[C@H](C)[C@@H]1O[C@@H]([C@@H](CC)C(=O)O)CC[C@@H]1C)[C@H]1O[C@]2(C=C[C@@H](O)[C@]3(CC[C@@](C)([C@H]4CC[C@](O)(CC)[C@H](C)O4)O3)O2)[C@H](C)C[C@@H]1C	0
CCC(=O)Nc1cc2c(cc1Cl)-c1ccccc1C2	-5
CCC1(CC)SCCNC1=O	2
COC(=O)[C@]1(C)N[C@H](CN(C)C(=O)c2ccc(F)cc2)[C@@H]2C(=O)N(C)C(=O)[C@@H]21	1
CC(C)C[C@@H](CN)NC(=O)c1nc[nH]c1C(=O)N[C@@H](C)C(=O)CNC[C@H](C)NC(=O)c1nc[nH]c1C(=O)N[C@@H](C)C(=O)O	-2
Cc1ccncc1CNC(=O)c1ccccc1	2

Overlap with the part before: 6 compounds; new compounds follow.
SMILES	Dyrk1A ADPGlo
CC[C@@H](C(=O)[C@@H](C)[C@@H](O)[C@H](C)[C@@H]1O[C@@H]([C@@H](CC)C(=O)O)CC[C@@H]1C)[C@H]1O[C@]2(C=C[C@@H](O)[C@]3(CC[C@@](C)([C@H]4CC[C@](O)(CC)[C@H](C)O4)O3)O2)[C@H](C)C[C@@H]1C	0
CCC(=O)Nc1cc2c(cc1Cl)-c1ccccc1C2	-5
CCC1(CC)SCCNC1=O	2
COC(=O)[C@]1(C)N[C@H](CN(C)C(=O)c2ccc(F)cc2)[C@@H]2C(=O)N(C)C(=O)[C@@H]21	1
CC(C)C[C@@H](CN)NC(=O)c1nc[nH]c1C(=O)N[C@@H](C)C(=O)CNC[C@H](C)NC(=O)c1nc[nH]c1C(=O)N[C@@H](C)C(=O)O	-2
Cc1ccncc1CNC(=O)c1ccccc1	2
CCN(CC(=O)NCc1cccs1)C(=O)c1cccc(S(=O)(=O)Nc2ccc(F)cc2)c1	-1
CC(=O)OC1CCC2(C)C(CCC3C2CC(=NO)C2(C)C(C(C)OC(C)=O)CCC32)C1 (stereo not given)	-2
CCN(CC)CCNC(=O)c1ccc(NC(=O)c2ccc(S(=O)(=O)N(C)c3ccccc3OC)cc2)cc1	5
COc1ccc(S(=O)(=O)N2CCOCC2)cc1C(=O)N(C)CCOc1ccc(Cl)cc1	3
CCCN=C1N(CC)C[C@@H]2[C@@H]3C(=O)N(C)C(=O)[C@@H]3[C@](C)(C(=O)OC)N12	-2
O=C(O)CC(CC(=O)O)n1cccc1	-4
CN(C(=O)c1ccc(NC(=O)Cc2cccc(NC(=O)C3CCN(C(=O)C4CC4)CC3)c2)cc1)C1CC1	1
CN1CCC(C(=O)C(=O)O)C1=O (stereo not given)	-8
CC12C=CC(=O)C=C1CCC1C2C(O)CC2(C)C1CCC2(O)C(=O)CO (stereo not given)	5
S=C(NCc1ccccc1)C(=S)NCc1ccccc1	2
CC1CCc2sc(C(=O)NCC3CCCO3)cc2C1 (stereo not given)	8
O=C1N(c2ccccc2)C(c2ccccc2)C12CCCCC2 (stereo not given)	1
CN(C)C(CNC(=O)c1cc(S(=O)(=O)N(C)c2ccc(F)cc2)ccc1Cl)c1cccs1 (stereo not given)	0
CCCCn1cnc2c(SCc3ccccc3Cl)nc(N)nc21	-2
CC[C@]12c3[nH]c4cc(CCC(=O)N(C)C)ccc4c3CCN1C(=O)[C@@H](CC(=O)NCCN1CCOCC1)C[C@@H]2C(=O)N1CCN(C(=O)c2ccco2)CC1	-6
O=C(Cc1ccc(Cl)cc1)c1ccccc1	-2
O=C(NNC(=O)C1COc2ccccc2O1)c1ccccc1O (stereo not given)	-2
CCOC(=O)C1=CN(Cc2cccc(Br)c2)S(=O)(=O)N(CC)C1C (stereo not given)	-2
O=c1c2c3nc4ccccc4nc3n(CCN3CCOCC3)c2ncn1CCN1CCOCC1	10
C[C@H](CO)N1C[C@H](C)[C@@H](CN(C)CC2CC2)Oc2c(NS(=O)(=O)c3ccc(F)cc3)cccc2C1=O	0
COc1ccc(S(=O)(=O)N2CCOCC2)cc1NC(=O)COC(=O)CCS(=O)(=O)c1ccc(C)cc1	-4
Cc1cc(C)c(C)c(S(=O)(=O)N2CCN(C(=O)c3ccccn3)CC2)c1C	-6
Cc1ccc2c(C)nc(Nc3nc(CSc4nc5ccccc5s4)cc(=O)[nH]3)nc2c1	-7
O=S(=O)(CCNCc1ccco1)NCc1ccccc1	10
Cc1nnc(SC(C)C(=O)Nc2ccc(N3CCOCC3)cc2)n1Cc1ccccc1 (stereo not given)	1
COc1c2c(c(OC)c3c1c(=O)c1ccccc1n3C)OCO2	19
Cc1ccc(NC(=O)C(C)OC(=O)C2CC3CCCC(C2)C3=O)cc1S(=O)(=O)N1CCOCC1 (stereo not given)	-2
CN(c1ccccc1)S(=O)(=O)CS(=O)(=O)N(C)c1ccccc1	2
O=C(NCCc1ccccc1)c1cccc(NC(=O)C2CCC2)c1	11
CC(=O)Nc1ccc(C=NN=C2c3ccccc3-c3ccccc32)cc1	-7
CC1(C)C(=O)Nc2ccccc2N1C(=O)COC(=O)c1cc(S(C)(=O)=O)ccc1Cl	4
O=C(Nc1ccc2ccccc2c1[N+](=O)[O-])c1ccccc1	3
Clc1ccc(Cc2ccccn2)cc1	-1
COc1ccccc1CNC(=O)c1cc(S(=O)(=O)N2CCN(c3ccccc3)CC2)ccc1Cl	-1
CCOc1ccccc1C=C1SC(=S)N(CC)C1=O	5
COc1ccc(C(=O)NNC(=O)c2cccc3ccccc23)cc1	0
CCN(CC)CCCC(C)Nc1nccc2cccc(Cl)c12 (stereo not given)	1
Nc1ccccc1C(=O)N1O[C@@H]2C=C[C@H]1CC2	-3
O=C(CN1C(=O)NC2(CCCc3ccccc32)C1=O)Nc1ccccc1OC(F)F (stereo not given)	12
Cn1cc(C(=O)NCCc2ccccc2)c(=O)c2cc(S(=O)(=O)N3CCOCC3)ccc21	-1
C[C@H](CO)N1C[C@H](C)[C@@H](CN(C)S(C)(=O)=O)Oc2ccc(NC(=O)CCN3CCOCC3)cc2C1=O	2
Cc1cc(C(=O)N/N=C2\CCCC(=O)C2)c(C)o1	1
N#Cc1ccc(N)cc1OCCCN1CCCCC1	-7
O=C(CC(c1ccccc1)C1CCCCC1=O)c1ccccc1 (stereo not given)	4
O=C1c2ccccc2NC(c2cccs2)N1O (stereo not given)	-2
COc1ccc(-n2c(C)cc(C(=O)COC(=O)c3ccc(O)cc3O)c2C)cc1	-1
Cc1cc(F)ccc1S(=O)(=O)Nc1ccccc1C(=O)NC1CCN(Cc2ccccc2)CC1	-17
Cc1noc(C)c1C(=O)Nc1nc2ccccc2s1	-2
O=C(NC1CCCCC1)c1cccc(N2C(=O)CCC2=O)c1	-2
c1ccc(CCCCc2ccccn2)cc1	-7
O=[N+]([O-])c1ccc2[nH]c(=S)sc2c1	2
COc1ccc(OC)c(C(=O)c2ccc([N+](=O)[O-])cc2)c1	3
COC(=O)[C@@]1(C)[C@H]2C(=O)N(C)C(=O)[C@H]2[C@H]2CN=C(SCC(=O)c3ccccc3)N21	-1
CC(C)Cc1nnc(NC(=O)c2ccc(S(=O)(=O)N3CCCC3)cc2)s1	-5
NC(=O)C1(Nc2ccc(-c3ccc(Cl)cc3)cc2)CCCC1	3
CNC(=O)c1nn(C)c(=O)[nH]c1=O	-1
CCOc1ccccc1NC(=O)COC(=O)c1cnc(C)cn1	6
N#Cc1ccccc1S(=O)(=O)N1CCN(C(=O)CCNS(=O)(=O)c2ccc(Cl)cc2)CC1	-4
C=CC(C)(C)c1c2occc2c(O)c2ccc(=O)oc12	10
CCOC(=O)C1C(C(=O)OC)=C(c2ccc(OC)cc2)c2ccc(OC)cc2N1S(=O)(=O)C(F)(F)F (stereo not given)	-1

Some of these compounds in order of the Dyrk1A ADPGlo value, descending:
SMILES	Dyrk1A ADPGlo
O=[N+]([O-])c1ccc2[nH]c(=S)sc2c1	2
CNC(=O)c1nn(C)c(=O)[nH]c1=O	-1
CC(C)Cc1nnc(NC(=O)c2ccc(S(=O)(=O)N3CCCC3)cc2)s1	-5

Continued:
SMILES	Dyrk1A ADPGlo
O=C(Cc1cccc(NC(=O)C2CCN(C(=O)C3CC3)CC2)c1)Nc1cccc(C(=O)N2CCCCC2)c1	-4
CCCCCCCCNS(=O)(=O)CCNC1CCCCC1	1
O=C(NN=Cc1ccc2c(c1)OCO2)c1ccncc1	4
COc1cccc(C(=O)NCC(=O)N2CCN(c3ccc(C(F)(F)F)cn3)CC2)c1	-4
Cc1c(NC(=O)c2cccc(S(=O)(=O)N(C)c3ccccc3)c2)c(=O)n(-c2ccccc2)n1C	-1
CC(C)C[C@@H](CNCC(=O)[C@H](CC(C)C)NC(=O)c1[nH]cnc1C(=O)N[C@H](CN)CC(C)C)NC(=O)c1nc[nH]c1C(=O)N[C@@H](CC(=O)O)C(=O)O	-4
CC(C)(Oc1ccc(Cl)cc1)C(=O)OCC(=O)NCCc1ccc(S(N)(=O)=O)cc1	2
O=[N+]([O-])c1cccc2cnccc12	0
CC(C)C[C@@H](CN)NC(=O)c1nc[nH]c1C(=O)N[C@@H](Cc1c[nH]c2ccccc12)C(=O)CNC[C@H](C)NC(=O)c1nc[nH]c1C(=O)N[C@@H](CC(=O)O)C(=O)O	30
O=C1C2C3CCC(O3)C2C(=O)N1c1cc(OCC(F)F)cc([N+](=O)[O-])c1 (stereo not given)	0
Cc1cccc(NC(=O)CN(C)C(=O)/C=C/c2ccccc2)c1C	5
CC1OC1c1ccc(-c2ccc(C3OC3C)cc2)cc1 (stereo not given)	-9

Some of the entries so far, as a markdown table.
| SMILES | Dyrk1A ADPGlo |
| --- | --- |
| CN(C(=O)c1ccc(NC(=O)Cc2cccc(NC(=O)C3CCN(C(=O)C4CC4)CC3)c2)cc1)C1CC1 | 1 |
| CNC(=O)c1nn(C)c(=O)[nH]c1=O | -1 |
| O=C1N(c2ccccc2)C(c2ccccc2)C12CCCCC2 (stereo not given) | 1 |

Looked up above.
Dyrk1A ADPGlo with O=C(Cc1cccc(NC(=O)C2CCN(C(=O)C3CC3)CC2)c1)Nc1cccc(C(=O)N2CCCCC2)c1 stands at -4
Dyrk1A ADPGlo with CC(C)(Oc1ccc(Cl)cc1)C(=O)OCC(=O)NCCc1ccc(S(N)(=O)=O)cc1 stands at 2
Dyrk1A ADPGlo with Cc1cccc(NC(=O)CN(C)C(=O)/C=C/c2ccccc2)c1C stands at 5

(next part)
SMILES	Dyrk1A ADPGlo
O=C(NNC(=O)c1n[nH]c2ccccc12)c1ccccc1	30
N#CCCN(C(=O)COC(=O)c1cc2ccccc2oc1=O)c1ccccc1	-6
Cc1ccc(NS(=O)(=O)c2cccc(C(=O)NC3CCN(Cc4ccccc4)CC3)c2)cc1	0
Cc1ccc(S(=O)(=O)NCC(=O)OC(C)C(=O)NC2CCCCC2C)cc1C (stereo not given)	5
CCCCNc1c(-c2ccc(-c3ccc(OC)cc3)c(OC)c2)nc2ccccn12	2
C[C@H]1CN([C@@H](C)CO)C(=O)Cc2cc(NS(C)(=O)=O)ccc2O[C@@H]1CN(C)Cc1ccc(Cl)c(Cl)c1	6
COc1ccccc1NS(=O)(=O)c1cccc(C(=O)N/N=C(\C)c2ccncc2)c1	2
CC(C)N(C(=O)[C@H]1C[C@H](CC(=O)NCCc2ccccn2)C(=O)N2CCc3c([nH]c4cc(-c5ccco5)ccc34)[C@]12C)C(C)C	11
COc1ccccc1N(CC(=O)Nc1ccc(Br)cc1F)S(=O)(=O)c1cccs1	-2
CC(C)C[C@@H](CNCC(=O)[C@H](CC(=O)O)NC(=O)c1[nH]cnc1C(=O)N[C@H](CN)CC(C)C)NC(=O)c1nc[nH]c1C(=O)N[C@@H](C)C(=O)O	-3
CC(C)CC(=O)Nc1ccc(C(=O)COC(=O)CN2C(=O)NC3(CCCCC3C)C2=O)cc1 (stereo not given)	1
CC#Cc1cc2c(cc1O)CCC1C2CCC2(C)C(O)CCC12 (stereo not given)	14
CCC(C)c1ccc(S(=O)(=O)N2CCN(CC(O)COCC3CCCO3)CC2)cc1 (stereo not given)	-2
CCN(C[C@H]1N[C@@](CC)(C(=O)OC)[C@H]2C(=O)N(C)C(=O)[C@@H]12)C(=O)COc1ccccc1	-5
COc1ccc(C(=O)c2ccccc2CN2C(=O)c3ccccc3C2=O)cc1	-3
Cc1cc(C)c2c(=O)[nH][nH]c2n1	3
COc1ccc(CCN2CC(C(=O)OC(C)C(=O)Nc3ccc(NC(C)=O)cc3)CC2=O)cc1OC (stereo not given)	4
NC(=O)C1(Nc2ccccc2)CCCC1	-7
CCN(C[C@H]1N[C@@](Cc2ccccc2)(C(=O)OC)[C@H]2C(=O)N(C)C(=O)[C@@H]12)C(=O)COc1ccccc1	0
COc1ccccc1C=NNC(=O)C(=O)NN=Cc1ccccc1OC	2
COc1ccc(S(=O)(=O)N2CCN(Cc3cc4c(cc3Br)OCCO4)CC2)cc1	-2
Cn1c(=O)oc2ccccc2c1=O	-6
NC(=O)C1=C(N=C2CCCCC2)CCCC1	2
CC(=O)Nc1cc2c(cc1Cl)-c1ccc(F)cc1C2O (stereo not given)	-1
COc1ccc(S(=O)(=O)N2CCN(C(=O)Cc3ccsc3)CC2)cc1	-5
COc1ccc(Cl)cc1NC(=O)CN(C)CC(=O)Nc1ccc2c(c1)OCO2	-4
Cc1cc(C)c(C#N)c(SCC(=O)N(CCC#N)c2ccc3c(c2)OCCO3)n1	0
O=C(O)c1ccccc1-c1ccccc1C(=O)Nc1ccc2c(c1)C(=O)c1ccccc1-2	-6
COc1cc(CN(C)C(=O)C2CCN(S(=O)(=O)c3cccs3)CC2)ccc1OC(F)F	4
Cc1ccc(S(=O)(=O)N2[C@@H](c3ccc(Br)cc3)C(C(=O)O)=CC[C@H]2c2cccs2)cc1	-16
COc1cccc2c1C(=O)c1c(O)c3c(c(O)c1C2=O)CC(O)(C(C)=O)CC3OC1CC(O)C(O)C(C)O1 (stereo not given)	0
CC(NC(=O)COC(=O)c1ccc(Br)o1)c1ccccc1 (stereo not given)	1
O=C1C2C3C=CC(C3)C2C(=O)N1c1ncc([N+](=O)[O-])s1 (stereo not given)	-2
